Ba/F3 V617F tox = reduce viability of Ba/F3 cells dependent on JAK2V617F. Ba/F3 EpoR-JAK2V617F viability, ATP luminescence. inhibition, % at 5.6 µM. 220,000 compounds, 1.1% hits. AID 1446;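 active means inhibition above the campaign mean plus 3 SD over all tested compounds, cut at about 24% in these data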;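 further: cytokine-independent growth of Ba/F3 cells driven by EpoR plus mutant JAK2; 0% = DMSO-treated cells and 100% = JAK inhibitor I control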
NPY-Y1 PAM-ag = potentiates or activates human NPY-Y1 receptor. P25929. NPY-Y1 expressing cells, potentiator/agonist activation. activation, % at 3.6 µM. 220,000 compounds, 0.37% hits. AID 1304; in the data active means activation above about 33%, passing the limit was not always enough;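 further: cells stimulated with NPY at EC10 then isoproterenol at EC100; 0% = low agonist plus stimulus and 100% = saturating agonist plus stimulus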
Target sequence (P25929 whole entry, looked up): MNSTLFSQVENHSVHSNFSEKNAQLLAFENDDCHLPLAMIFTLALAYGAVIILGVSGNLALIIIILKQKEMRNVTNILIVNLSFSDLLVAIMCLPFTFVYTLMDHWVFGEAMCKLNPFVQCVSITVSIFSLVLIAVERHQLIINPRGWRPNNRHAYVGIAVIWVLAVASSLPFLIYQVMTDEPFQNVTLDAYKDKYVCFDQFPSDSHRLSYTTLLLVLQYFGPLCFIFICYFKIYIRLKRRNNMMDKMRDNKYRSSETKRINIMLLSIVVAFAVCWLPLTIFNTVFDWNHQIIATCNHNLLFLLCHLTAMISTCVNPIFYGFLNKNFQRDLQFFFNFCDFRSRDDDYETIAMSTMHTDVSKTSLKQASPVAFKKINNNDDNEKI
S1P4 ag = human S1P4 receptor agonism; activation, % at 4.98 µM; S1P4-expressing cell line, agonist reporter assay; O95977; 220,000 compounds, 0.35% hits; in the data active means activation above about 11%;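 further: 0% = DMSO vehicle and 100% = reference agonist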
Target sequence (O95977 whole entry, looked up): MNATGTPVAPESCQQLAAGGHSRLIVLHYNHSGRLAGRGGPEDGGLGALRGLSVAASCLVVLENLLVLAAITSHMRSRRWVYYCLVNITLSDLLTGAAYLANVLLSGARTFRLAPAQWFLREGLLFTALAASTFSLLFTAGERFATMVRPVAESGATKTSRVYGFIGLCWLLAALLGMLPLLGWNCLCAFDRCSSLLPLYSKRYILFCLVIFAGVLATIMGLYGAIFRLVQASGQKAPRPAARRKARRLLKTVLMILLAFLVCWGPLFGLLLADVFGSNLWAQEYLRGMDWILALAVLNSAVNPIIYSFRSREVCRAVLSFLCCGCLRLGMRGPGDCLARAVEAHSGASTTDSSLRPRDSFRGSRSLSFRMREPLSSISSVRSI
NPY-Y1 antag = antagonists of human neuropeptide Y receptor Y1; inhibition, % at 3.6 µM; 200,000 compounds, 1% hits; HEK293-CNG Y1 cells, membrane potential fluorescence; NPY at EC95, then isoproterenol; P25929;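 active means inhibition above the campaign mean inhibition of all tested compounds plus 3 SD, cut at about 20% in these data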;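 further: 0% = DMSO wells given NPY plus isoproterenol and 100% = isoproterenol alone without NPY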
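Test system: HEK293 cells co-expressing NPY Y1 receptor and cyclic-nucleotide gated channel; Also added: NPY (25 nM), isoproterenol (1 µM), Ro 20-1724 (25 µM); Compound dosing: one concentration, 3.6 µM, in 0.4% DMSO; Timing: dye 3 h, compound 60 min room temperature, stimulation 45 min; Technique: Membrane-potential fluorescent dye readout.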
NCF1 inh = p47phox (human) inhibition; inhibition, % at 24.7 µM; P14598; 220,000 compounds, 0.53% hits; p47phox/p22phox peptide binding, fluorescence polarization, 2 h;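 active means inhibition above about 30%, limit read from the data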;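 further: 0% = p47phox with labelled peptide and 100% = labelled peptide alone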
S1P4 antag = antagonists of human S1P4 receptor | O95977 | S1P4-expressing cells, antagonist mode, reporter read-out | inhibition, % at 4.98 µM | 220,000 compounds, 0.26% hits; in the data active means inhibition above about 29%;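 further: 0% = wells stimulated with agonist and 100% = vehicle wells without agonist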
CHOP inhibitor = CHOP inhibition in unfolded protein response; inhibition, % at 10 µM; 220,000 compounds, 3.8% hits; AID 2732; CHO-K1 CHOP-promoter luciferase, tunicamycin-induced, 15-18 h;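 active means compounds that reduced the stress-induced luciferase reporter signal by more than about 70% of percent inhibition, limit read from the data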;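 further: 0% = tunicamycin plus vehicle and 100% = wells without tunicamycin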
BaF3 parental = reduces parental Ba/F3 cell viability, JAK2V617F counter-screen | CellTiter-Glo ATP luminescence | inhibition, % at 5.6 µM | 220,000 compounds, 1.1% hits;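 active means inhibition above a per-campaign cutoff, the mean inhibition of all tested compounds plus 3 SD, cut at about 27% in these data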;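 further: 0% = DMSO wells and 100% = JAK Inhibitor I control wells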
NPY2 pot ag = human NPY-Y2 potentiation or agonism, primary screen | activation, % at 3.6 µM | cells expressing NPY-Y2, potentiator/agonist read-out | P49146 | 220,000 compounds, 0.45% hits; in the data active means activation above about 27%;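 further: cells stimulated with NPY near EC25 plus isoproterenol at EC100; 0% = vehicle plus submaximal agonist and 100% = vehicle plus saturating agonist; some results beyond the cut were filed as inactive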
* marks the source's active call; other numbers are inactive results; . = not tested or not shown. An unsorted share of the library (roughly 7.1% active in at least one column).

SMILES	Ba/F3 V617F tox	NPY-Y1 PAM-ag	S1P4 ag	NPY-Y1 antag	NCF1 inh	S1P4 antag	CHOP inhibitor	BaF3 parental	NPY2 pot ag
CCC(Sc1nnnn1-c1ccccc1)C(=O)Nc1nc2ccccc2s1 (stereo not given)	-2	-38	3.4	11	-13	-14	89*	2	-5
Cc1ccc(Cn2ncc(C)c2N)o1	5	-6	0.9	-3	-6	-1	11	3	-1
Cc1ccc(-c2nc3ncccc3o2)cc1NC(=O)c1ccccc1	1	-3	0.4	.	2	-18	4	2	-4
Oc1oc(-c2ccccc2)nc1C=Nc1ccccc1	-3	6	0.2	0	44*	14	-32	-3	-23
Cc1nnc(NCc2ccncc2)c2ccccc12	-1	-1	2.6	-1	-22	-11	-7	1	4
CCCOc1ccc2oc(=O)c3c(c2c1)CCCN3C(=O)CN1CCN(C(=O)c2ccco2)CC1	5	-5	-1.7	-2	-6	-13	-16	11	0
Cc1ccc(Nc2nnc(SCc3ccccc3)s2)cc1	-3	1	1.1	2	11	6	-21	1	5
O=C1CCCC2=C1C(c1ccc(Cl)cc1)C1C(=O)c3ccccc3C1=N2 (stereo not given)	0	16	-0.4	-14	-49	-20	27	3	28
CCc1nnc(NC(=O)CSc2nc3ccccc3s2)s1	-2	-28	-0.3	12	-19	-6	18	2	-4
O=C(NCc1cccs1)NC1CCCCC1	-2	16	-2.5	2	-16	-36	10	2	7
N#Cc1ccc(NC(=O)Nc2ccc(Cl)cc2)cc1	0	49*	0.1	-9	-22	-12	78*	3	27
COc1cccc(OC)c1C(=O)NC(=S)Nc1ccc2oc(=O)ccc2c1	-6	-15	2.0	-1	-8	-7	17	1	-8

Four entries from above, field by field:
CCC(Sc1nnnn1-c1ccccc1)C(=O)Nc1nc2ccccc2s1 (stereo not given)
  Ba/F3 V617F tox: -2; NPY-Y1 PAM-ag: -38; S1P4 ag: 3.4; NPY-Y1 antag: 11; NCF1 inh: -13; S1P4 antag: -14; CHOP inhibitor: 89*; BaF3 parental: 2; NPY2 pot ag: -5

CCc1nnc(NC(=O)CSc2nc3ccccc3s2)s1
  Ba/F3 V617F tox: -2; NPY-Y1 PAM-ag: -28; S1P4 ag: -0.3; NPY-Y1 antag: 12; NCF1 inh: -19; S1P4 antag: -6; CHOP inhibitor: 18; BaF3 parental: 2; NPY2 pot ag: -4

COc1cccc(OC)c1C(=O)NC(=S)Nc1ccc2oc(=O)ccc2c1
  Ba/F3 V617F tox: -6; NPY-Y1 PAM-ag: -15; S1P4 ag: 2.0; NPY-Y1 antag: -1; NCF1 inh: -8; S1P4 antag: -7; CHOP inhibitor: 17; BaF3 parental: 1; NPY2 pot ag: -8

Cc1nnc(NCc2ccncc2)c2ccccc12
  Ba/F3 V617F tox: -1; NPY-Y1 PAM-ag: -1; S1P4 ag: 2.6; NPY-Y1 antag: -1; NCF1 inh: -22; S1P4 antag: -11; CHOP inhibitor: -7; BaF3 parental: 1; NPY2 pot ag: 4

NPY-Y1 PAM-ag: entries above that show a hit
Molecule	NPY-Y1 PAM-ag	S1P4 ag	NPY-Y1 antag	NCF1 inh	S1P4 antag	CHOP inhibitor	NPY2 pot ag
N#Cc1ccc(NC(=O)Nc2ccc(Cl)cc2)cc1	49*	0.1	-9	-22	-12	78*	27

The list goes on:
SMILES	Ba/F3 V617F tox	NPY-Y1 PAM-ag	S1P4 ag	NPY-Y1 antag	NCF1 inh	S1P4 antag	CHOP inhibitor	BaF3 parental	NPY2 pot ag
COc1ccccc1Cn1nnc2c(=O)[nH]c(C3CCN(C(=O)c4ccc(F)cc4)CC3)nc21	2	-9	1.4	-1	-5	-12	23	4	-14
CC(=O)Nc1ccc(NC(=O)C(C)OC(=O)/C=C/c2cnc3ccccc3n2)cc1 (stereo not given)	-2	-3	-0.1	.	-16	-14	-10	-5	-10
Cc1cc2nc(SCCOC(=O)Nc3ccc(Cl)cc3)nc(C)c2cc1C	2	13	3.8	-1	-14	-13	50	5	-6
Cc1noc(C)c1CSc1nnc(-c2c[nH]c3ccccc23)n1-c1ccc(Cl)cc1	4	4	-0.1	-1	0	-16	11	7	5
CCCNC(=O)c1ccc2c(c1)C1C3CCC(C3)C1C(c1ccccc1)N2 (stereo not given)	4	1	0.6	7	-13	-4	29	8	-5
CCOc1cc(NC(=S)NCc2ccco2)c(OCC)cc1NC(=O)CC(C)C	5	4	0.0	1	-11	-21	-6	6	-4
CCCC(CCC(=O)OC)(C(=O)OCC)c1csc(N)n1 (stereo not given)	-4	1	-1.9	1	-2	-10	30	-1	10
COC(=O)CSc1nc(-c2ccccc2)cc(-c2ccco2)c1C#N	5	8	-0.6	23*	-16	-30	15	4	-22
Cc1ccc2c(c1)C=CC(C)N2C(=O)c1ccccc1 (stereo not given)	1	9	0.6	6	-17	-7	27	1	11
COc1ccc(S(=O)(=O)NCCSC(C)(C)C)cc1Cl	0	-5	-1.7	-2	-9	-10	64	4	-6
C/C(=N\NS(=O)(=O)c1ccccc1)c1ccccc1	1	6	-0.1	-2	-6	19	-14	6	5
CCCCNC(=S)NNC(=O)c1csc(CC)c1	1	-19	0.0	3	-1	-23	11	4	-2

Full records as entered above.
`CC(=O)Nc1ccc(NC(=O)C(C)OC(=O)/C=C/c2cnc3ccccc3n2)cc1` (stereo not given) is entered as Ba/F3 V617F tox = -2; NPY-Y1 PAM-ag = -3; S1P4 ag = -0.1; NPY-Y1 antag = .; NCF1 inh = -16; S1P4 antag = -14; CHOP inhibitor = -10; BaF3 parental = -5; NPY2 pot ag = -10
`C/C(=N\NS(=O)(=O)c1ccccc1)c1ccccc1` is entered as Ba/F3 V617F tox = 1; NPY-Y1 PAM-ag = 6; S1P4 ag = -0.1; NPY-Y1 antag = -2; NCF1 inh = -6; S1P4 antag = 19; CHOP inhibitor = -14; BaF3 parental = 6; NPY2 pot ag = 5
`Cc1ccc(-c2nc3ncccc3o2)cc1NC(=O)c1ccccc1` is entered as Ba/F3 V617F tox = 1; NPY-Y1 PAM-ag = -3; S1P4 ag = 0.4; NPY-Y1 antag = .; NCF1 inh = 2; S1P4 antag = -18; CHOP inhibitor = 4; BaF3 parental = 2; NPY2 pot ag = -4

Other results
SMILES	Ba/F3 V617F tox	NPY-Y1 PAM-ag	S1P4 ag	NPY-Y1 antag	NCF1 inh	S1P4 antag	CHOP inhibitor	BaF3 parental	NPY2 pot ag
CC(=O)c1cccc(NS(=O)(=O)c2ccc(N/C=C\C(=O)c3ccc(F)cc3)cc2)c1	-2	13	1.6	-7	-25	-35	84*	8	1
Cc1cc(C)nc(N2CCCC(C(=O)NCCc3cccc(F)c3)C2)n1 (stereo not given)	0	-3	-0.5	-2	-13	-12	-25	-1	2
Cc1sc(NC(=O)C2CC(Cl)=CCC2C(=O)O)c(C#N)c1C (stereo not given)	0	-2	-1.1	5	8	-7	16	8	-9
CNCCCOc1cccc(Oc2ccccc2)c1	2	-8	2.0	23*	-5	5	-12	5	-14
CCOc1ccccc1C1N(c2ccc(F)cc2)C(=O)C2CCCN21 (stereo not given)	0	1	-1.1	1	-10	-9	-35	2	-23
COc1ccc(-c2nc(-c3cccc(C)c3)nc(Cl)c2C#N)cc1	2	-21	1.1	0	-16	10	8	6	-5
CCOC(=O)C1=C(C)Nc2nnnn2C1c1ccc(OC)c(Br)c1 (stereo not given)	0	-12	-1.0	0	-13	2	45	2	-1
COc1cc(O)c(CCC(=O)c2cc(OC)c(OC)c(OC)c2)c(OC)c1	-3	-2	-0.1	5	-10	3	5	-2	-5
CCOc1ccccc1C(=O)N1CCN=C1SC	-5	10	-1.6	-4	-6	1	4	0	14
COC(=O)c1ccc(S(=O)(=O)NC(C)(C)C)n1C	5	17	-0.6	.	-3	-1	-3	4	1
COc1ccc(S(=O)(=O)N(C)CC(=O)Nc2ccccc2C(F)(F)F)cc1Cl	-4	12	1.1	9	-2	-3	32	1	-1
CSCCC(NC(=O)c1ccc(Cl)cc1)C(=O)OCC(=O)c1ccc[nH]1 (stereo not given)	2	-23	1.1	4	-7	-14	-15	11	-4
COc1ccc(C(=O)NNC(=O)Cc2ccc([N+](=O)[O-])cc2)cc1	-3	3	0.7	-1	-3	-7	-14	7	0
COC(=O)Cc1ccc(NC(=O)c2ccc(Br)o2)cc1	1	-19	-0.1	0	-7	-5	-13	5	0
COc1cccc(NC(=O)N2CCCC2C(=O)Nc2ccc3c(c2)OCCO3)c1 (stereo not given)	0	19	0.8	3	2	-15	4	6	11
COc1ccc(CNCCC(c2ccccc2)c2ccc3c(c2)OCO3)cc1 (stereo not given)	-2	6	-0.5	34*	-18	-4	46	5	-3
O=C(N=Nc1c(O)[nH]c2ccccc12)c1cc(NS(=O)(=O)c2cccs2)cc(NS(=O)(=O)c2cccs2)c1	-4	-1	-1.1	-1	-57	-6	-6	2	-15
COCCNC(=S)N1CCN(C)CC1	1	1	-0.1	.	11	-9	-18	-3	9
O=C(CC1C(=O)NCCN1C(=O)Nc1ccccc1)Nc1cc(Cl)ccc1Cl (stereo not given)	-4	3	-0.2	.	-14	-6	8	1	4
CCOc1cc(C)nc(N2CCC(C(=O)Nc3ccccc3OCC)CC2)n1	0	12	0.6	-3	2	5	-13	4	0
O=C(COC(=O)COc1ccccc1)NC1CCCc2ccccc21 (stereo not given)	4	3	3.3	5	-4	-12	15	7	2
CC1=CC(=C(C#N)C#N)c2ccccc2N1C	4	-1	-0.4	3	-44	-9	22	14	14
CO/N=C(/CNC(=O)c1ccccc1Cl)c1ccc(Cl)cc1	-1	-35	0.3	3	-9	-8	-16	-1	-10
O=C(Nc1ccccc1)C1CC(=O)N(C2CCCCC2)C1 (stereo not given)	2	16	-0.3	-6	-3	-9	12	0	4
O=C(CCc1ccccc1)NNC(=O)Cc1ccc(Cl)cc1	0	8	-0.9	10	-4	-7	26	-2	-9
CCC(=O)c1cc(F)c(N2CCN(S(=O)(=O)c3ccccc3)CC2)cc1C	-2	10	0.6	2	-1	-13	17	6	-15
CCc1cc(C(=O)NNC(=S)NCc2ccccc2)cs1	-1	-23	1.1	10	-5	-10	-3	6	-25
O=C(Nc1ccncc1)c1cncc(Br)c1	3	7	-2.6	0	-5	-8	23	5	-9
Cc1ccc(NC(=O)COC(=O)C2CC(=O)N(Cc3ccccc3)C2)cc1F (stereo not given)	-1	6	1.1	-6	-2	-3	16	3	6
O=C(c1ccc(-n2cnnn2)cc1)N1CCCCC1	2	3	-3.0	-2	-13	-13	12	6	-2
O=c1c2ccccc2c(C=Nc2cccc(S(=O)(=O)NCc3ccco3)c2)c(O)n1-c1ccc(Cl)cn1	-3	6	0.4	9	-28	-15	14	4	16
Cc1ccc(N(CC(=O)Nc2cc(Cl)ccc2Oc2ccccc2)S(C)(=O)=O)cc1C	26*	4	-4.0	2	-5	-3	89*	2	-3
O=[N+]([O-])c1cccc(/C=N/Nc2nc(N3CCCCC3)nc(N3CCCCC3)n2)c1	-1	-3	2.0	3	2	-10	3	2	-1
COc1ccc2[nH]cc(C(=O)CN3CCCCC3)c2c1	-1	7	0.3	0	-22	1	-13	3	-1
O=C(NCCCn1ccnc1)c1cc2ccccc2o1	0	6	-0.1	1	-10	-15	12	4	13
CC(C)c1nnc(NC(=O)C2CCN(S(=O)(=O)c3ccc(-n4cnnn4)cc3)CC2)s1	2	10	0.5	-2	7	-12	6	4	9
CC(C)(C)NS(=O)(=O)c1ccc2nc(NC(=O)Cc3cccs3)sc2c1	-1	5	0.1	-6	-13	-5	24	3	8
COc1ccc(Br)cc1C1CC(=O)N2CN(C)CSC2=C1C#N (stereo not given)	-1	-1	-2.5	7	-5	-15	2	6	-2
